Source: PubChem
Thrombin inh: thrombin (human) inhibition. alpha-thrombin, Boc-VPR-AMC fluorogenic substrate cleavage. inhibition, % at 5 µM. AID 1046. actives 0.26% (n = 220,000). P00734;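 active means inhibition at or above 40%; inactive means inhibition below 40%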;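 further: 0% = enzyme with no compound and 100% = wells without enzyme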
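signal = AMC fluorescence, 355/460 nm | material = human alpha-thrombin enzyme | control set = enzyme without compound as high, wells lacking enzyme as low | times = reaction at room temperature | read-out basis = percent inhibition scaled between no-compound controls and no-enzyme blanks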
Hck Nef HTS: human Hck-Nef kinase inhibition; P08631; Recombinant Hck-YEEI plus Nef, Z-Lyte FRET kinase assay; inhibition, % at 20 µM; actives 0.68% (n = 220,000);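 active means Hck-Nef kinase inhibition above about 50%, limit read from the data; inactive means inhibition below that limit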;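 further: 0% = DMSO with Hck plus Nef and 100% = Hck alone without Nef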
zVAD death inh: L929 zVAD cell death inhibition. L929 zVAD necroptosis rescue, ATP luminescence, 24 h; with zVAD 60 µM. actives 0.38% (n = 220,000). AID 1377. viability rescue, % at 10 µM;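 active means activation, scaled between plate controls, above about 75%, limit read from the data; inactive means activation under that limit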;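 further: 0% = zVAD with DMSO and 100% = DMSO alone without zVAD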
FXIa inh: inhibitors of human coagulation factor XIa; AID 798; inhibition, % at 5 µM; actives 0.14% (n = 220,000); purified FXIa, Boc-Glu-Ala-Arg-AMC fluorogenic substrate;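 active means inhibition of at least 40%; inactive means inhibition below 40%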;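 further: fluorescence of freed AMC excited at 355 nm; 0% = enzyme without compound and 100% = no enzyme blank; many of its hits are not listed in these tables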
Target sequence (P03951 19-387 limits assumed): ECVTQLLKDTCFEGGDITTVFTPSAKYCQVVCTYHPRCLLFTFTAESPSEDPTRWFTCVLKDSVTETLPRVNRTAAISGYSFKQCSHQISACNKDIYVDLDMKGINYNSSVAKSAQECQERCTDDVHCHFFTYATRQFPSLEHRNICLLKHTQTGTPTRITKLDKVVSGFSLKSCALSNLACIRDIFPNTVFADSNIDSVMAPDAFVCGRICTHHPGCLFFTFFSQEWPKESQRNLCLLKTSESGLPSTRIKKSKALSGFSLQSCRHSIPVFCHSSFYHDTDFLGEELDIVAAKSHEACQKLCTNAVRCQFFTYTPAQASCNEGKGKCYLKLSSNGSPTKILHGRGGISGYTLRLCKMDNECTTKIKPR
Target sequence (P03951 388-625 limits assumed): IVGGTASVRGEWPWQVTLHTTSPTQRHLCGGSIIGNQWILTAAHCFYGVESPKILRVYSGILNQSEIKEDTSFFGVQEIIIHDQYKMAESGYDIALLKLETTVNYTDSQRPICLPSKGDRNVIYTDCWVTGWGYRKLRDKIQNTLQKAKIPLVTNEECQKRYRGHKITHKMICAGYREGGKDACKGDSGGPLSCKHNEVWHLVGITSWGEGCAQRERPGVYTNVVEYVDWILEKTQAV
KLK5 inh: inhibitors of human kallikrein 5. recombinant hK5, fluorogenic AMC substrate cleavage. inhibition, % at 5 µM. actives 0.59% (n = 210,000). AID 873;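 active means inhibition of 40% or more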;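 further: 0% = enzyme controls without compound and 100% = no-enzyme blanks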
Target sequence (Q9Y337 67-293 limits assumed): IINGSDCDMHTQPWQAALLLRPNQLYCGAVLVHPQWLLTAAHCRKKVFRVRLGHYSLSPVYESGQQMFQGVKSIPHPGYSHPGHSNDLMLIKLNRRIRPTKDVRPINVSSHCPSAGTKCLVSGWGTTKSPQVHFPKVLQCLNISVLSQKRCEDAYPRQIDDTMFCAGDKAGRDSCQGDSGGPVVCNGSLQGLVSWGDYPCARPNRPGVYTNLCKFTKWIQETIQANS
Rad51 HR inh: blocks human Rad51 in homologous recombination. hRad51 DNA strand exchange, fluorescence dequenching. inhibition, % at 10 µM. actives 0.085% (n = 200,000);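 active means inhibition above 40% at the single screening dose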;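 further: 0% = DMSO control wells and 100% = blanks with heterologous ssDNA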
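Test system – preformed human Rad51 ssDNA filaments · Reagent – Donor/quencher-labelled 47-bp dsDNA substrate · Incubation – 37 °C 15-min filament assembly, 30-min compound preincubation, 15-min exchange · Signal – FRET fluorescence dequenching, excitation 485 nm, emission 520 nm · Read-out – percent inhibition from fluorescence, normalised to plate control and blank means · Benchmarks – plate control and blank wells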
TNF death inh: TNF-alpha cell death inhibition in Jurkat FADD-/- cells; Jurkat FADD-/- TNF necroptosis rescue, ATP luminescence, 24 h; 0 = TNF only, 100 = no-TNF cells; activation (protection from cell death), % at 10 µM; actives 0.068% (n = 220,000); AID 463075;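 active means activation, meaning protection from cell death, of at least 50% relative to plate controls; inactive means activation below 50%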;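 further: necroptosis triggered by 40 ng/mL TNF-alpha added together with compound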
FXIIa inh: inhibitors of human coagulation factor XIIa; P00748; purified FXIIa, Boc-QGR-AMC fluorogenic substrate, 2 h; inhibition, % at 5 µM; actives 0.3% (n = 220,000); AID 800; in the data active means inhibition above about 40%;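 further: 0% = enzyme with no compound and 100% = blank without enzyme; many of its hits are not listed in these tables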
KCC2 mod: modulates chloride dependent transport by human KCC2 | B-score of Tl+ flux slope (higher = more flux/activation; lower = inhibition) at 10 µM | AID 1456 | actives 2.2% (n = 190,000) | KCC2 cells, thallium flux FluoZin-2 fluorescence | Q9H2X9;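 active means thallium flux slope and its plate-corrected score both differing from the plate sample mean at a set confidence after two filtering rounds, in either direction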;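 further: slope of fluorescence scaled to starting intensity during 10 to 20 s after thallium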
* marks the source's active call; other numbers are inactive results; . = not tested or not shown. These rows are one share of the data; count on the stated rates, not on these rows.

SMILES	Thrombin inh	Hck Nef HTS	zVAD death inh	FXIa inh	KLK5 inh	Rad51 HR inh	TNF death inh	FXIIa inh	KCC2 mod
O=C1NCCCc2c1no[n+]2[O-]	-2	1	0.9	-3	0	0	-0.5	13	0.98
CCCC(=O)C1=C(SCC)CC(C)(C)C(C(=O)OC)C1=O (stereo not drawn)	6	-14	-1.2	1	1	0	-2.4	6	0.4
c1nc(N2CCCCC2)c2[nH]cnc2n1	-5	0	41	-6	24	1	2.3	4	0.29
CCOC(=O)Cn1cc(C#N)c(=O)[nH]c1=O	0	-12	0.6	1	3	-6	1.1	5	0.41
CCCC(CCC)C(=O)Nc1ccc2c(c1)N(C(=O)CCN1CCN(C)CC1)c1ccccc1CC2	-4	14	-0.3	1	6	-4	3.9	8	-2.5
CN(C)/C=C(/C#N)C(=O)c1cccc(Oc2ccc(C(C)(C)C)cc2)c1	1	0	-0.3	-6	-18	1	-0.8	13	-1.1
CC(=O)Oc1ccc(-c2cccc(C(=O)NCC(=O)O)c2)cc1	-7	1	-0.2	-3	21	-37	-0.4	9	0.78
CC1CCCCN1C(=O)CSCC(=O)Nc1nc(-c2cccs2)cs1 (stereo not drawn)	4	1	1.4	6	-11	-4	-0.4	14	-0.98
COc1ccc(C2=[N+]([O-])C(C)(C)N(O)C2C)cc1 (stereo not drawn)	0	4	0.9	-2	-12	3	-1.8	8	-0.15
COc1ccc(-c2cn3c(C)c(C(=O)N4CCN(c5ccc(F)cc5)CC4)sc3n2)cc1	-7	2	-0.2	-2	-7	.	0.9	8	1.6
O=Cc1c[nH]c2ncccc12	-4	19	0.8	-3	1	-2	2.0	5	.
CN(c1cccc(NC(=O)CN(c2ccc(Cl)c(Cl)c2)S(=O)(=O)c2ccccc2)c1)S(C)(=O)=O	-3	2	-0.6	1	-10	-3	0.2	9	-1.2
CCO[C@@H]1OC(C(=O)NCc2ccccc2)=C[C@H](c2ccccc2)[C@H]1CCCO	-6	-10	0.4	0	1	0	3.3	4	-0.39
CCCCn1c(/C=N/Nc2nc3ccccc3[nH]2)nc2ccccc21	-8	0	13	-3	-73	-1	-7.9	0	-0.16
CCOC(=O)c1c(-c2ccccc2)oc2ccc(OC)cc12	0	-20	-1.0	14	-21	-9	-0.6	18	-0.25
O=C1CCC(C(=O)Nc2cccc(Oc3ccccc3)c2)=NN1	-22	16	-0.7	-9	-4	-5	-4.8	6	-1.3
O=C(O)COc1ccc(NC(=O)c2cccs2)cc1	10	9	-0.4	10	-3	-3	-1.1	17	1.3
CC1CCCN(C(=O)c2ccc(CNc3c(N4CCCCC4)c(=O)c3=O)cc2)C1 (stereo not drawn)	-10	0	0.0	-4	-26	0	-0.1	6	0.52
Cc1ccc2c(C)c(C(=O)N3CCC(N4CCC(C(=O)NC5CC5)CC4)CC3)oc2c1	0	17	-0.1	0	3	-1	-1.0	6	-1
C[C@]12CCC(O)CC1CCC1C2CC[C@]2(C)C(c3cc(C(F)(F)F)n[nH]3)CCC12 (stereo partly drawn)	-1	15	0.7	2	4	-17	-0.2	9	0.89
Cc1ccc(OCC(=O)N2N=C(c3ccncc3)CC2(O)C(F)(F)F)cc1C (stereo not drawn)	-11	17	-0.2	-5	-5	.	-0.8	2	-0.98
COc1ccc(-c2csc(Nc3ccc(C)cn3)n2)cc1	-7	3	1.8	-5	.	.	-0.3	-1	1
CCC(=O)N1CCc2cc(S(=O)(=O)CCC(=O)NCc3cccs3)ccc21	-6	1	0.0	-11	1	5	-2.5	3	-0.43
CSCCC(NS(=O)(=O)c1ccc(Cl)cc1)C(=O)OCC(=O)c1c(C)[nH]c2ccccc12 (stereo not drawn)	-10	2	1.2	2	-5	.	1.3	6	-2
COC(=O)c1[nH]c2ccccc2c1NC(=O)CCN1CCSCC1	-1	0	-0.1	1	-3	-1	-2.6	12	.
O=C(NCc1ccc2c(c1)OCO2)C1CCCN1C(=O)Nc1cccc(Cl)c1 (stereo not drawn)	-9	0	1.8	-4	-22	5	-0.5	17	.
COc1ccc(Nc2oc(-c3cccs3)nc2C#N)cc1	-6	0	-0.1	-9	-16	-3	-1.4	-4	0.29
O=C(N/N=C/c1cn(Cc2ccccc2)c2ccccc12)c1cccnc1	-4	2	-0.2	-1	-4	-1	-0.6	6	0.096
CC(=O)c1cccc(NC(=O)N2CCCC2C(=O)Nc2cccc(C)c2C)c1 (stereo not drawn)	-6	-1	2.2	-2	-1	3	0.3	6	.
Cc1cccc(C(=O)N2CCN(c3ccccn3)CC2)c1	3	5	0.4	11	6	-1	-1.0	19	-0.74

2 of the compounds above, comma-delimited:
SMILES,Thrombin inh,Hck Nef HTS,zVAD death inh,FXIa inh,KLK5 inh,Rad51 HR inh,TNF death inh,FXIIa inh,KCC2 mod
COc1ccc(-c2csc(Nc3ccc(C)cn3)n2)cc1,-7,3,1.8,-5,.,.,-0.3,-1,1
CCC(=O)N1CCc2cc(S(=O)(=O)CCC(=O)NCc3cccs3)ccc21,-6,1,0.0,-11,1,5,-2.5,3,-0.43

The listing continues.
SMILES	Thrombin inh	Hck Nef HTS	zVAD death inh	FXIa inh	KLK5 inh	Rad51 HR inh	TNF death inh	FXIIa inh	KCC2 mod
C/C(=N/NC(N)=S)c1ccc(Br)s1	-9	33	-2.4	0	-34	-12	-3.1	13	19*
Cc1nc2ccc(NC(=O)c3cc(S(=O)(=O)N(C)c4ccccc4)ccc3Cl)cc2s1	0	52*	0.1	10	-10	.	-13	13	-1.4
CCCCN=C1CC(C)(C)CC(=O)/C1=C(/O)CCCN1C(=O)c2ccccc2C1=O	0	-8	1.1	-2	-4	.	0.3	-1	-0.7
Cc1cccc(N2CCN(C(=O)C3CCN(S(=O)(=O)c4cccc5cccnc45)CC3)CC2C)c1 (stereo not drawn)	2	1	0.8	6	-4	.	-10	12	-0.44
Cc1cc2nc(C)n(CCCNC(=O)Nc3ccc(F)cc3)c2cc1C	-6	-2	-0.6	-4	-15	4	-0.4	-9	-0.018
CCOC(=O)c1c(C)[nH]c(C(=O)NCc2ccco2)c1C	0	26	29	0	2	-13	1.1	3	-0.56
Cc1nc(SCC(=O)NCc2ccccc2)c2oc3ccccc3c2n1	-5	-2	0.4	-7	-34	0	1.3	-5	-0.28
CCOCCCNC(=O)c1ccc(OC)cc1	5	1	0.7	20	5	4	-0.7	23	.
Cc1ccc(CC(NC(=O)c2ccccc2)C(=O)N2CCCC2C(=O)O)cc1 (stereo not drawn)	-5	-5	0.4	-1	-9	-2	-1.7	7	-0.34
Cc1ccc(C)c(NC(=O)CSc2nc3c(oc4ccccc43)c(=O)n2-c2ccccc2)c1	-2	4	0.6	10	-4	6	-0.6	11	-1.6
Cc1ccc(C)c(C(=O)Cn2ncc(Cl)c(Cl)c2=O)c1	-6	-22	54	-11	-3	.	-14	1	.
CCOC(=O)Cc1csc(NC(=O)Cn2c(=O)oc3ccccc32)n1	-5	12	-0.4	-1	1	.	0.2	4	0.23
Cc1ccc(C(=O)Nc2ccc(N3CCN(C(=O)c4ccco4)CC3)cc2)cc1	-8	19	3.5	-1	1	14	2.5	7	-0.97
O=C(Nc1ccc(F)c(F)c1)c1ccco1	4	22	2.6	-1	0	-19	0.1	5	0.75
CC(C)N1CCC(N2CCN(Cc3nc4ccccc4s3)CC2CCO)CC1 (stereo not drawn)	0	18	-0.5	-2	-1	19	2.1	14	1.2
c1ccc(CN2CCN(CCCNc3ccc4nnc(-c5ccccc5)n4n3)CC2)cc1	5	16	0.1	8	-5	2	-3.1	11	-2.4
O=C(c1ccco1)N1CCN(C(=O)c2ccccc2Oc2ccccc2)CC1	-2	5	-0.7	-5	-20	10	2.7	-7	-0.0027
CCOC(=O)C(NC(=O)c1ccccc1)(OCc1ccc(F)cc1)C(F)(F)F (stereo not drawn)	-4	0	0.5	7	-1	-4	4.6	12	-0.38
COc1ccc(NC(=O)CSc2ccc(F)cc2)cc1S(=O)(=O)N1CCCCC1	14	-70	0.5	28	-4	.	4.3	9	-0.39
COc1cc(NC(=O)C(=O)N2CCN(C)CC2)c(OC)cc1Cl	-5	12	1.2	-3	0	8	1.9	5	-0.16
O=C1C2C3C=CC(C3)C2C(=O)N1c1ccc(Cc2ccncc2)cc1 (stereo not drawn)	2	-1	-0.1	-4	4	0	-1.1	3	0.43
CCC(=O)NNc1nc2c(F)cc(F)cc2s1	10	15	-0.7	12	18	-5	-0.2	14	.
Cc1nc(N2CCc3ccccc32)[nH]c(=O)c1CCC(C)C	.	6	0.9	.	.	.	-1.4	.	0.79
CCCN(Cc1ccccc1)C(=S)Nc1ccc(OC(F)F)cc1	2	2	-0.4	-16	-1	7	1.1	5	-0.69
CSc1cccc(NC(=O)C(=O)NCc2ccccc2)c1	-4	10	0.3	-10	-9	2	2.8	2	-0.41
Nc1c(C(=O)NC2CCCC2)c2nc3ccccc3nc2n1N	-2	4	2.5	8	-1	-3	-0.9	11	.
COc1ccc(N2CC(C(=O)OCC(=O)NCc3ccccc3)CC2=O)cc1 (stereo not drawn)	3	-1	0.1	17	-9	-5	-1.5	22	0.18
NC(=O)CCC(NC(=O)c1ccc(Cl)cc1)C(=O)O (stereo not drawn)	-2	1	0.1	1	.	.	0.3	6	0.7
COc1cccc(C2CC(c3ccccc3Cl)Nc3nc(N)nn32)c1 (stereo not drawn)	4	18	0.8	6	-1	2	-1.2	16	0.0088
CSc1nc(Cl)cc(N(CCO)CCO)n1	-8	-2	-0.3	-8	-11	9	-3.0	-10	.
CN1CCN(C(=O)Nc2cccc3ccccc23)CC1	-1	2	-1.0	1	2	.	-1.9	10	-1.4
O=C(CCNC(=O)Cn1ccc2ccccc2c1=O)NCCCN1CCOCC1	-9	-3	1.4	0	1	-5	-0.4	7	-0.83
Cn1cc(C(N)=O)c2ccccc21	-15	19	0.7	-4	0	-6	-0.3	4	-0.81
CCOc1ccc2cc(S(=O)(=O)n3ccnc3C)ccc2c1	-3	1	-0.2	-4	0	3	-3.1	-7	0.78
O=C(Nc1nccs1)c1ccc(-c2ccccc2Cl)o1	4	1	40	3	-4	2	2.3	20	.
Cc1cc(C(=O)N/N=C\C(Br)=C\c2ccccc2)c(C)o1	-2	-4	0.5	0	15	.	-1.5	5	0.67
Cn1c(=O)c(-c2ccccc2)nc2ccccc21	2	14	-0.4	20	-6	1	-1.1	28	-0.072
CSC1=NC2(CC(c3ccccc3)Oc3cc(O)ccc32)CC(C)(C)N1 (stereo not drawn)	2	3	2.3	8	-10	.	1.4	14	-0.66
CCN(CC)S(=O)(=O)c1ccc(N2CCOCC2)c(NC(=O)CCC2CCCCC2)c1	0	6	-0.6	5	-13	22	2.9	16	0.011
O=C1CCCN=C(Nc2ccc(F)c(Cl)c2)S1	0	8	0.2	4	0	-25	0.7	5	0.25
